From PubChem BioAssay
PAFAH1B2 inh – blocks human PAF acetylhydrolase 1b catalytic subunit 2; AID 492953; recombinant PAFAH1B2, FP-rhodamine activity probe, fluorescence polarization; 340,000 tested, 1.2% active; P68402; inhibition, % at 3.39 µM;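 active = inhibition above the mean of all tested compounds plus 3 SD, cut at about 24% in these data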;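 note: 0% = enzyme with DMSO and 100% = wells lacking PAFAH1B2; many of its hits are not listed in these tables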
GSTO1 counter – GSTO1 inhibition, counter-screen for RBBP9 inhibitors; P78417; recombinant GSTO1, activity-based probe fluorescence polarization; inhibition, % at 5.96 µM; 300,000 tested, 1.1% active; AID 1974;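 active = inhibition above the campaign mean inhibition plus 3 SD, cut at about 35% in these data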;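 note: 0% = GSTO1-1 with DMSO and 100% = wells lacking GSTO1-1 enzyme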
LYPLA2 inh – blocks human lysophospholipase 2, a PME1 counter-screen; O95372; recombinant LYPLA2, FP-Rh probe fluorescence polarization; inhibition, % at 5.9 µM; 320,000 tested, 0.38% active; AID 2177;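 active = inhibition above the screen-wide mean plus 3 SD, limit set per campaign, cut at about 26% in these data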;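 note: 0% = LYPLA2 with DMSO and 100% = wells lacking LYPLA2 enzyme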
Target sequence (O95372 whole entry, looked up): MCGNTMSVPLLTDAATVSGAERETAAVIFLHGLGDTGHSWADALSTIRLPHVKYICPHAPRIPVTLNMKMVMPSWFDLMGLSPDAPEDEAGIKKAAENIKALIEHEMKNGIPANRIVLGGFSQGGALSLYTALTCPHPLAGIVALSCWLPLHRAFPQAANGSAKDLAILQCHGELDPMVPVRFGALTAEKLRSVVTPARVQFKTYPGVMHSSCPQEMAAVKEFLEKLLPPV
PAFAH2 FP inh – PAFAH2 (human) inhibition. AID 492956. recombinant PAFAH2, FP-rhodamine activity probe, fluorescence polarization. 340,000 tested, 0.99% active. inhibition, % at 3.39 µM;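 active = inhibition above the mean over all tested compounds plus 3 SD, cut at about 30% in these data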;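 note: inhibitors block probe labeling of enzyme so polarization drops; 0% = enzyme with DMSO and 100% = wells lacking PAFAH2 protein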
PAFAH1B3 FP inh – inhibitors of human PAFAH1B3 | recombinant PAFAH1B3, FP-rhodamine probe, fluorescence polarization | inhibition, % at 3.39 µM | 340,000 tested, 0.28% active | AID 492972;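 active = inhibition above the screen-wide average of all tested compounds plus 3 SD, cut at about 25% in these data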;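 note: 0% = enzyme with DMSO only and 100% = wells lacking PAFAH1B3 protein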
PAD4 inh – blocks human protein arginine deiminase 4 | recombinant PAD4, RCA probe fluorescence polarization | 330,000 tested, 0.41% active | inhibition, % at 6.36 µM | AID 485272;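 active = percent inhibition above a cutoff equal to the mean of all tested compounds plus 3 SD, cut at about 15% in these data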;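 note: 0% = PAD4 with RCA probe and DMSO and 100% = probe without PAD4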
pPAFAH FP inh – inhibitors of human plasma PAF acetylhydrolase (pPAFAH); Q13093; recombinant pPAFAH, FP-rhodamine probe fluorescence polarization; inhibition, % at 3.39 µM; 330,000 tested, 1.5% active; AID 463082;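 active = inhibition above the mean inhibition across the screen plus 3 SD, cut at about 25% in these data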;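 note: inhibitors block binding of the rhodamine activity-based probe so polarization drops; 0% = enzyme with DMSO and 100% = wells lacking pPAFAH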
Target sequence (Q13093 whole entry, looked up): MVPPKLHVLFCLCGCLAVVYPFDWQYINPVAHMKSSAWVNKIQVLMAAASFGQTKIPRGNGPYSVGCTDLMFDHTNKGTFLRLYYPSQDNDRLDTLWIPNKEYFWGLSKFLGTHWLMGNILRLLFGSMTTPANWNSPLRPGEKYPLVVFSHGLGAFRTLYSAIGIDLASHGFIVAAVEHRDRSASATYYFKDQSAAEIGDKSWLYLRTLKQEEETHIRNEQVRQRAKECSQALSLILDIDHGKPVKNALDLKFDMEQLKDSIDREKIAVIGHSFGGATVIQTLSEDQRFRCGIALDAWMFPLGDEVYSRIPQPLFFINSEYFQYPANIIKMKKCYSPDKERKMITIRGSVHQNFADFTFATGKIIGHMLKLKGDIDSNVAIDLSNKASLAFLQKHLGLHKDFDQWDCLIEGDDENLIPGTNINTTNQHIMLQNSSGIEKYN
LYPLA1 counter – counter-screen for PME1 inhibitors: inhibitors of human LYPLA1; O75608; recombinant LYPLA1, FP-Rh probe fluorescence polarization; inhibition, % at 5.9 µM; 320,000 tested, 0.16% active; AID 2174;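 active = inhibition above the mean of all tested compounds plus 3 SD, set per campaign, cut at about 14% in these data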;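 note: inhibitors block serine hydrolase probe labeling of LYPLA1 so polarization falls; 0% = enzyme with DMSO and 100% = wells lacking LYPLA1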
Target sequence (O75608 whole entry, looked up): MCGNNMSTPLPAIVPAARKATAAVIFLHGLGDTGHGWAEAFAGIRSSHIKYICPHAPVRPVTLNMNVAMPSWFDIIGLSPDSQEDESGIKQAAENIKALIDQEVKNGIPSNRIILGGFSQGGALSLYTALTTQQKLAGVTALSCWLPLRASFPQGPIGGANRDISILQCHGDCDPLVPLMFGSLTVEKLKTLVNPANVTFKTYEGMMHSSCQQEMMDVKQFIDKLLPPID
PREPL inh – inhibits the human prolyl oligopeptidase-like enzyme. Q4J6C6. recombinant PREPL, fluorescence polarization activity-based probe. inhibition, % at 5.96 µM. 320,000 tested, 0.68% active. AID 2751; in the data active = inhibition above about 43%;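 note: 0% = enzyme with DMSO and 100% = wells lacking enzyme; many of its hits are not listed in these tables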
Numbers without * were called inactive; / = not tested or not shown. Not all compounds are listed; rates above refer to the full screens.

The opening 2 entries, to show the layout:
SMILES	PAFAH1B2 inh	GSTO1 counter	LYPLA2 inh	PAFAH2 FP inh	PAFAH1B3 FP inh	PAD4 inh	pPAFAH FP inh	LYPLA1 counter	PREPL inh
COc1ccccc1C1C(C(N)=O)=C(C)Nc2nc(CCCO)nn21 (centres undefined)	-1	-4	-5	1	10	4	0	0	-4
CC1Cc2cc(/C(O)=C3\C(=O)C(=O)N(CCN4CCOCC4)C3c3ccccc3F)ccc2O1 (centres undefined)	0	-11	1	-4	-1	-6	6	1	12

This part in full, from the start:
SMILES	PAFAH1B2 inh	GSTO1 counter	LYPLA2 inh	PAFAH2 FP inh	PAFAH1B3 FP inh	PAD4 inh	pPAFAH FP inh	LYPLA1 counter	PREPL inh
COc1ccccc1C1C(C(N)=O)=C(C)Nc2nc(CCCO)nn21 (centres undefined)	-1	-4	-5	1	10	4	0	0	-4
CC1Cc2cc(/C(O)=C3\C(=O)C(=O)N(CCN4CCOCC4)C3c3ccccc3F)ccc2O1 (centres undefined)	0	-11	1	-4	-1	-6	6	1	12
COc1ccc(NC(=O)CN(C)C(=O)c2cc(CN3C(=O)c4ccccc4C3=O)ccc2OC)cc1	3	-3	4	2	10	1	4	2	-2
Cc1cc(NC(=S)Nc2cccc3ccccc23)n[nH]1	1	10	0	5	-1	-1	1	-4	-4
CCOc1cc(NC(=S)NCCCN2CCOCC2)c(OCC)cc1NC(=O)c1ccccc1C	-1	-2	0	-1	4	0	-11	-1	5
ClC1CCCCC1n1nnc2ccccc21 (centres undefined)	2	3	1	4	2	-3	3	5	3
CC(=O)c1c(N2CCCC2)[nH]c(-c2ccccc2)nc1=S	0	12	3	-2	2	0	-2	-2	8
O=[N+]([O-])c1ccc2c(c1)C=C1CCCCC1(N1CCCCC1)O2 (centres undefined)	6	1	8	-5	8	-2	3	7	-5
Cn1c(SCC(=O)Nc2ccc(F)cc2)nnc1C1CC1	3	7	-7	14	6	-1	0	-5	-10
O=C(Cc1ccccc1F)Nc1ccc(S(=O)(=O)N2CCCC2)cc1	7	/	/	-2	5	-10	-1	/	13
CC1CCCCC1N1CCN(C(=O)c2cccc(F)c2)CC1 (centres undefined)	-1	-3	-2	2	10	-4	1	-4	1
Cc1cc(C(=O)NNC(=O)c2cccc(Cl)c2)no1	/	-8	6	/	/	-3	2	-1	18
NC(=O)C1=C[C@H](c2csc3ccccc23)C[C@H](OCc2ccc(CO)cc2)O1	-1	5	5	-1	6	1	5	0	25
CCc1ccccc1OCCCCN1CCCCC1	3	1	1	-2	3	-3	1	0	-21
O=C(Oc1ccc(-c2cn3c(n2)SCC3)cc1)c1ccccc1	2	5	-6	-3	-7	2	12	-1	22
C(=C\CSc1nnnn1-c1ccccc1)/CSc1nnnn1-c1ccccc1	5	3	-2	6	3	1	3	-5	-15
Cc1cc(O)ccc1C1(c2ccc(O)cc2C)OC(=O)c2ccccc21	4	-10	-18	0	-6	-3	9	-12	-11
CN(c1ccccc1)S(=O)(=O)c1cccc(NS(=O)(=O)c2cccc(C(=O)O)c2)c1	16	/	-1	2	3	4	2	0	-4
Cn1ccc(C(=O)N2CCCc3ccccc32)n1	-2	12	0	-3	0	-3	0	2	-1
CCCCNC(=O)c1c[nH]c2ccc(S(=O)(=O)N3CCOCC3)cc2c1=O	4	-2	1	4	2	2	3	0	12
O=C(Nc1ccc(F)cc1)c1ccc(CSc2ccccc2)o1	10	-1	-3	3	11	-1	15	-9	-11
O=C(c1cccc(F)c1)N1C2C=CC(C2)C1(C(F)(F)F)C(F)(F)F (centres undefined)	4	1	3	4	2	0	2	-1	-2
CC(C)(C)c1ccc(S(=O)(=O)N2C=CC(C(F)(F)F)=NCC2)cc1	16	-2	1	-2	-2	-2	1	4	0
COC(=O)C1=C(C)N(c2cc(C)cc(C)c2)/C(=C/c2ccc(O)cc2)C1=O	3	-3	3	0	-1	-1	2	4	1
CC1C(=O)Nc2ccc(S(=O)(=O)Nc3ccccc3Br)cc2NC1=O (centres undefined)	-2	6	-1	8	3	-1	2	-2	18
CCN1CCN(C(=O)CS(=O)Cc2nc(-c3cccc(C)c3)oc2C)CC1 (centres undefined)	0	-5	-3	-2	-6	1	5	-2	1
COc1ccccc1C(=O)Nc1c(C)n(C)n(-c2ccccc2)c1=O	5	4	2	2	3	-3	4	-1	7
CCCCn1c(N)c(N(CCOC)C(=O)c2cc3ccccc3cc2OC)c(=O)[nH]c1=O	1	6	1	0	5	2	2	-2	-6
O=C1OCCN1C(=O)[C@H]1[C@H](c2ccc([N+](=O)[O-])cc2)C(c2cccc(Cl)c2)=NN1c1ccc(Br)cc1	1	/	/	-2	5	-1	7	/	/
CCOC(=O)/C(=C\Nc1ccccc1C(F)(F)F)Sc1ncc(C(F)(F)F)cc1Cl	-2	-2	-2	-1	4	3	0	0	12
CC(=O)c1c(C)[nH]c(C(=O)OCC(=O)Nc2ccc3c(c2)OCCO3)c1C	4	/	/	35*	5	-2	0	/	7
O=C(Cc1ccc(Br)cc1)Nc1nc2ccccc2[nH]1	5	-5	-1	-6	6	-6	-3	0	6
O=C(c1ccc(F)cc1)N1CCN(S(=O)(=O)c2ccc(Br)cc2)CC1	23	-2	4	-3	2	4	0	1	4
Cc1cc(C)cc(NC2=CC(=O)CC(c3ccco3)C2)c1 (centres undefined)	8	2	3	0	-11	1	12	0	1
Cc1ccc(-n2nc3c(=O)n(CC(=O)NC4CCCCC4)nc(C)c3c2C)cc1	3	0	13	1	1	3	-3	5	17
Cc1ccc(C2=Nc3ccccc3N=C(c3ccco3)C2)c(O)c1	-3	13	-5	3	1	-3	-7	-4	13
O=C(c1ccc(OC2CCN(C(=O)c3cccnc3)CC2)cc1)N1CCCCCC1	1	-6	5	4	3	0	4	2	14
Nc1ccc(CCn2ccnc2)cc1	8	-1	2	-6	6	-4	5	1	29
COCC1CCCCN1Cc1cn[nH]c1-c1ccc(OC)cc1OC (centres undefined)	4	5	7	-5	4	-2	1	0	0
CCOc1ccc(NS(=O)(=O)CC23CCC(CC2=O)C3(C)C)cc1 (centres undefined)	2	4	-10	6	-1	-3	3	-2	7
C=CCC[C@@H](Cc1ccc(F)cc1)C(=O)OCCNC(=O)[C@@H](CC=C)CC(=O)N[C@@H](CO)Cc1ccccc1	10	/	/	-2	1	3	5	/	14
Oc1ccccc1/C=N/Nc1ccnc(SCc2ccccc2)n1	2	-1	-1	5	0	-7	7	1	4
CC1(C)Cc2ccccc2-c2c1c(=O)n(Cc1ccccc1)c1nnnn21	16	15	-5	-18	7	5	0	-8	12
CCN1CCN(C(=O)C(N)Cc2ccccc2)CC1 (centres undefined)	5	4	4	0	3	-4	-3	-2	13
Cc1ccc2nc(Nc3ccccc3)c(C=O)c(=O)n2c1	0	1	-2	8	12	0	5	1	0
O=C(c1ccccc1Cc1ccccc1)N1CCN(S(=O)(=O)c2ccccc2F)CC1	2	/	1	-7	8	1	0	-3	25
CCOc1ccccc1N(C)C(=O)c1sc2ncn(CC(=O)N3CCCCC3C)c(=O)c2c1C (centres undefined)	4	4	-9	-3	8	0	-2	-2	2
CCc1cccc(N(C(=O)c2csnn2)C(C(=O)NC2CCCC2)c2cccnc2)c1 (centres undefined)	0	4	9	-1	10	-2	3	2	0
COc1ccccc1OCc1ccc(C(=O)NCCN(C)C)o1	4	-7	-4	1	1	2	5	-1	-19
CC(=O)Nc1cc(NC(C)=O)cc(C(=O)OCC(=O)c2ccc3c(c2)NC(=O)CO3)c1	-1	-4	4	-3	-1	8	1	-3	-4

Other results:
SMILES	PAFAH1B2 inh	GSTO1 counter	LYPLA2 inh	PAFAH2 FP inh	PAFAH1B3 FP inh	PAD4 inh	pPAFAH FP inh	LYPLA1 counter	PREPL inh
O=C(NCCOc1nc(N2CCCCC2)nc(N2CCCCC2)n1)Nc1ccccc1	-4	0	-10	-4	7	2	-1	-7	12
COc1ccc(C2(CNC(=O)c3cc([N+](=O)[O-])cc([N+](=O)[O-])c3)CCCC2)cc1OC	6	-1	-2	3	4	-2	7	2	5
CN(C)S(=O)(=O)c1cccc(C(=O)OCC(=O)c2ccc3c(c2)NC(=O)CO3)c1	-1	7	8	-1	2	6	4	1	-7
CN(C)CCCNC(=O)/C(=C\c1ccc(-c2ccc(Br)cc2)o1)NC(=O)c1ccccc1	-1	-1	1	-7	-1	-3	6	4	14
Oc1[nH]c(N=C2N=c3ccccc3=N2)c2ccccc12	2	-19	-14	-1	-1	-5	-5	-5	-16
O=C(CCCn1ncn2c(cc3occc32)c1=O)NCc1cccc(Cl)c1	0	-2	-5	7	9	-4	3	4	-2
COc1ccc(-c2cc(C(=O)N3CCN(c4ccccc4OC)CC3)no2)cc1	-2	2	1	-3	5	2	-2	0	4
Cc1ccc(S(=O)(=O)NCc2ccc(C(=O)NCc3cccnc3)cc2)cc1	/	5	2	/	/	-2	0	-1	3
O=C(CCn1c(=O)c2cccn2c2ccc(F)cc21)NCc1cccc(F)c1	4	0	-4	1	4	-3	2	-1	-2
COc1ccc(C(=O)Nc2nc(C)cc(C)n2)cc1	2	-4	6	-3	3	-1	1	-1	8
O=C(Nc1ccc(S(=O)(=O)N2CCCc3ccccc32)cc1)C1CCCO1 (centres undefined)	-1	-2	7	5	5	-1	5	0	1
COc1ccc(-c2cc(C(=O)O)nc3ccc4ccccc4c23)cc1OC	6	-2	7	-4	8	0	-2	2	3
Cn1c2c(c(=O)n(C)c1=O)C(C(F)(F)F)(C(F)(F)F)N=C(c1ccccc1Cl)N2	5	1	3	5	7	0	-1	0	3
Cc1nn(-c2ccccc2)c(Cl)c1C(=O)NCc1ccccc1F	-1	3	6	7	2	-1	7	-1	-2
CCCCN1C(=O)C(=O)N(CC(=O)c2ccc3c(c2)CCCC3)C1=O	13	/	3	2	7	7	-1	1	7
O=[N+]([O-])c1ccc(Sc2nccn2Cc2ccccc2)c([N+](=O)[O-])c1	7	15	1	-4	1	10	6	1	16
Cc1cccc(C)c1OCC(=O)NNC(=O)CNC(=O)c1ccc(OC(F)F)cc1	-3	/	0	4	5	-1	0	-1	2
Cc1cc(C)nc(Nc2ncc(O)n2-c2ccc(Br)cc2)n1	5	-2	-4	6	12	-3	-1	0	-7
Cc1cc(C)c[n+](C2=C([O-])c3ccccc3C(=O)/C2=N\S(=O)(=O)c2cccs2)c1	4	81*	1	9	33*	-16	10	0	1
COc1ccc(CCNC(=O)CCS(=O)(=O)Cc2ccccc2C)cc1OC	3	2	10	-4	5	0	1	3	24
COc1ccc(N(CC(=O)O)S(C)(=O)=O)cc1OC	0	8	3	3	2	6	1	1	-9
CC(=O)Nc1ccc(NC(=O)C(C)OC(=O)c2c(NC(C)=O)sc(C)c2C)cc1 (centres undefined)	-1	/	6	-3	-1	-6	-4	0	13
CN(c1ccccc1C(=O)Nc1ccc(F)c(F)c1)S(C)(=O)=O	-1	3	-6	9	8	-1	5	0	0
O=c1sc(Nc2ccccc2)nc2ccccc12	5	-9	2	-10	-2	-2	4	-1	-6
CC(C)(C)N(Cc1ccccc1)C(=O)CCc1ccccc1	6	6	1	-3	-7	-5	3	1	-31
CCn1nc(C)cc1C(=O)Sc1ccc(Cl)cc1Cl	4	-8	2	8	1	2	-3	-2	11
CS(=O)(=O)N1CCc2cc(C(=O)Nc3cccc([N+](=O)[O-])c3)ccc21	-1	3	3	4	2	2	-3	2	7
